p53 reactivator: restores transcriptional activity of mutant p53; H1299 p53-A138V BP100-luciferase reporter, luminescence, 24 h; Potency, µM (top dose mostly 92.2 µM), without a hit: at the top dose activity change, positive = activation, hits mostly activators; 320,000 tested, 0.063% active; further: potency means the concentration at half of the fitted maximal effect; % of control where 0% means no effect; nearly all actives have a fitted effect of over 45% in size
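p53-null H1299 cells stably carrying temperature-sensitive p53-A138V and a BP100-luciferase reporter were pinned with compounds (4-point, 1:5 series) and held 24 hrs at 37 deg C. Luminescence was read 10 min after detection reagent.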
PKM2 act: PKM2 (human) enzyme activation; 260,000 tested, 0.34% active; Potency, µM (top dose mostly 57.5 µM), for the others: top-dose activation, hits mostly activators; P14618; AID 1631; purified PKM2, Kinase-Glo ATP luminescence, activation; response scale: 0% is enzyme alone, no compound; further: potency means the concentration at half of the fitted maximal effect; on the % scale 0 is the no-effect control and ±100 the full control effect; nearly all actives have a fitted effect of over 55% in size
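Purified hPK-M2 (>95% pure) converted ADP (0.1 mM final) to ATP with 0.5 mM PEP in 50 mM imidazole pH7.2, KCl, MgCl2, Tween 20, BSA; 1 h at room temperature. ATP detected by Kinase-Glo luminescence.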
RORgamma inh: inhibitors of mouse ROR gamma transcriptional activity; P51450; Drosophila S2 Gal4-RORgamma UAS-luciferase reporter, 20 h; Potency, µM (doses to about 53.6 µM), without a hit: at the top dose activity change, negative = inhibition, most hits filed as inhibitors; 310,000 tested, 5.4% active; AID 2551; further: potency means the concentration at half of the fitted maximal effect; on the % scale 0 is the no-effect control and ±100 the full control effect; nearly all actives have a fitted effect of over 60% in size
Target sequence (P51450 whole entry, looked up, the tested form may be a part): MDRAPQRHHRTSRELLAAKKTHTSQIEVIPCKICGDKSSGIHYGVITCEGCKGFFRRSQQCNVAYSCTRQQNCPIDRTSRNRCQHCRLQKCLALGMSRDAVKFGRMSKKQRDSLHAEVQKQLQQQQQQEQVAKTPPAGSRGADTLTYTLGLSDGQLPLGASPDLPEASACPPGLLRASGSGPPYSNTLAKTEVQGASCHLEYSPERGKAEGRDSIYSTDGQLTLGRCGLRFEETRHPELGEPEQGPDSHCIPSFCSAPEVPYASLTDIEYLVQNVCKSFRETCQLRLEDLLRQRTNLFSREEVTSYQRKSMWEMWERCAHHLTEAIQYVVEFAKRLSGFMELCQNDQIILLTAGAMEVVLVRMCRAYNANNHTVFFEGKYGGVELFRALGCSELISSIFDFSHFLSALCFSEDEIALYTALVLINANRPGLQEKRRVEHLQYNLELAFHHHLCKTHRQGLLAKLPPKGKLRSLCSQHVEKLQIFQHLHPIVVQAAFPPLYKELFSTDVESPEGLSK
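Luminescence from a UAS-regulated Photinus luciferase reporter in stably transfected Drosophila Schneider cells is measured; decreased signal marks ROR gamma inhibition. Fusion expression is induced by 700 uM copper sulfate for 20 hr.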
FLuc modulator: firefly luciferase modulation, counter-screen for miR-21 project; 360,000 tested, 6.9% active; purified FLuc, Km substrates, luminescence inhibition; P08659; Potency, µM (titrated, usually from 57.5 µM), without a hit: top-dose activity change, negative = inhibition, actives largely listed as inhibitors; AID 588342;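 further: potency means the concentration at half of the fitted maximal effect; plate controls were vehicle for no effect and reference inhibitor for full effect; nearly all actives have a fitted effect of over 55% in size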
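Purified P. pyralis luciferase (10nM final) with 10uM D-luciferin and 10uM ATP (Km levels) in 50mM Tris acetate pH 7.5, 10mM Mg acetate, 0.01% Tween-20, 0.05% BSA; qHTS 6-point titration, ~60 µM downward; luminescence read.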
Giardia killer: kills Giardia lamblia; 340,000 tested, 0.15% active; activity change, % at 7.66 µM, hits read low; Giardia lamblia trophozoite viability; in the data active means activity change below about -80%; inconclusive means between about -30% and that limit;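 further: parasites exposed to compound for two days anaerobically before the ATP read; on the % scale 0 is the no-effect control and ±100 the full control effect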
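Giardia lamblia trophozoites (100 cells/well) were incubated with compounds for 48 h at 37 deg C under anaerobic conditions. Viability was read as ATP content by one-step luminescence after 15-30 min at room temperature.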
Rab9 prom act: activators of Rab9 promoter | Huh7 Rab9 promoter-luciferase reporter, luminescence, 24 h | Potency, µM (doses to about 9.22 µM), for the others: top-dose activation, negative = inhibition, actives largely listed as activators | 320,000 tested, 2.8% active | AID 485297; further: potency means the concentration at half of the fitted maximal effect; % of control where 0% means no effect; nearly all actives have a fitted effect of over 60% in size
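Cell-based reporter: Huh7 stable for Rab9 promoter-driven luciferase, plated in reduced-serum medium with 10% FBS at 1500 cells/well, compound-treated 24 h at 37 °C, luminescence read after 10 min reagent.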
BRCA1 expr up: activators of BRCA1 expression; 380,000 tested, 1.1% active; Potency, µM (doses to about 46.1 µM), inactives show at the top dose activation, most hits filed as activators; MCF7-BRCA1-FFLuc reporter, luminescence, 48 h; response scale: scaled: vehicle 0%, 10 µM genistein 100%; further: potency means the concentration at half of the fitted maximal effect; nearly all actives have a fitted effect of over 80% in size; some results filed as inactive show a strong effect at the top dose
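Quantitative HTS in MCF7 cells stably reporting BRCA1 expression via firefly luciferase. Compound treatment lasts 48 h at 37 °C in phenol-red free MEM. Activation is expressed relative to genistein at 10 microM and DMSO.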
ELG1 genotox: genotoxicity induction in ELG1-luciferase HEK293T cells. Potency, µM (highest dose often 46 µM), without a hit: at the highest dose activity change, positive = activation, hits mostly activators. AID 504466. HEK293T ELG1-luciferase reporter, luminescence, 16 h. 330,000 tested, 1.3% active; further: potency means the concentration at half of the fitted maximal effect; % of control where 0% means no effect; nearly all actives have a fitted effect of over 60% in size
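Genotoxic stress is detected as increased luminescence from luciferase-tagged ELG1 in HEK293T cells, measured with ONE-Glo after a 16 hr treatment at 37 °C.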
VP16 counter: inhibits Gal4-VP16 luciferase reporter, ROR gamma counter-screen; Drosophila S2 Gal4-VP16 UAS-luciferase, luminescence, 20 h; Potency, µM (series often up to 53.6 µM), inactives show top-dose activity, negative = inhibition, actives largely listed as inhibitors; 310,000 tested, 3.5% active;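 further: Gal4-VP16 expression switched on by copper sulfate through the metallothionein promoter; potency means the concentration at half of the fitted maximal effect; on the % scale 0 is the no-effect control and ±100 the full control effect; nearly all actives have a fitted effect of over 50% in size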
Menin MLL FP TR: inhibitors of human menin-MLL interaction, mutant MLL peptide | AID 1768 | 270,000 tested, 0.23% active | O00255 | Menin + Texas Red MLL mutant peptide, fluorescence polarization | Potency, µM (titrated, usually from 61.6 µM), for the others: at the top dose FP activity change, negative = inhibition, hits mostly inhibitors; active means well fitted inhibition curve with a large enough effect in the polarisation, with a control signal flat, not every such curve was filed as active; inconclusive means small, poorly fitted or top-dose-only effect, or effect the other way, or a change in a side signal; inactive means no such curve, though single readings can be large or run the other way; the % refers to the polarisation; further: potency means the concentration at half of the fitted maximal effect; % of control where 0% means no effect; many of its hits are not listed in these tables
Target sequence (O00255 whole entry, looked up): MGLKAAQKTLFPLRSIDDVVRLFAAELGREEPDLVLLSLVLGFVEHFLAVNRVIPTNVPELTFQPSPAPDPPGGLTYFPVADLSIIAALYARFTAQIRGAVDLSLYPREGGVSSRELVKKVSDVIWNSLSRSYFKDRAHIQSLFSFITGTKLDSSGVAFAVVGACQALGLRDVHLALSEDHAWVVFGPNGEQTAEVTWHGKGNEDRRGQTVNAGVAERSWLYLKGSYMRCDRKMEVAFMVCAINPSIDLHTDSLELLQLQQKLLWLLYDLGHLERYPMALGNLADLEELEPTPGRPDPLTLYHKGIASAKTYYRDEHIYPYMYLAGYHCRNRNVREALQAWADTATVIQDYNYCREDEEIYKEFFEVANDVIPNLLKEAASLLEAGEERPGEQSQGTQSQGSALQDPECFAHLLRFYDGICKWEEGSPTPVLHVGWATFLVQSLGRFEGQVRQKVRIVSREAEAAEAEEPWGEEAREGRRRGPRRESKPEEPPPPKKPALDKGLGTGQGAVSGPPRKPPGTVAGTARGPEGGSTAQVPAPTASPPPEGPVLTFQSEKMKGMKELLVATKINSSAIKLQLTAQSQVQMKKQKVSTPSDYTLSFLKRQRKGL
NPC1 prom act: NPC1 promoter activation; Huh7 NPC1 promoter luciferase reporter, 24 h; 320,000 tested, 2.4% active; Potency, µM (titrated, usually from 9.22 µM), for the others: at the top dose activation, most hits filed as activators; AID 485313;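 further: potency means the concentration at half of the fitted maximal effect; % of control where 0% means no effect; nearly all actives have a fitted effect of over 60% in size; reporter is driven by a mutant NPC1 promoter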
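In 1536-well qHTS, Huh7 cells harboring an NPC1 promoter–luciferase construct received compound for 24 h; activation was quantified by luminescence following luciferase reagent addition.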
The depositor's hits bear a star; ? = inconclusive; · = no result given; & = joins results of further samples; [ ] = dose if it differs, or a comment. Unless noted, the call rests on the fitted dose curve; in most records, active means well fitted curve in the direction sought with a large enough effect; inconclusive means small, poorly fitted or top-dose-only effect, or another doubt; inactive means no such curve, though single readings can be large; an effect the other way counts as inactive or inconclusive. A portion of the library (hit frequency here may not be typical).

SMILES	p53 reactivator	PKM2 act	RORgamma inh	FLuc modulator	Giardia killer	Rab9 prom act	BRCA1 expr up	ELG1 genotox	VP16 counter	Menin MLL FP TR	NPC1 prom act
Cc1sc(NC(=O)C2CCCCC2C(=O)O)c(C(N)=O)c1C (stereo not drawn)	?	-1%	-39%	-6%	-18	-3%	2%	1%	-1%	-23%	-2%
Brc1ccc(-c2csc(-c3c[nH]c4ccccc34)n2)cc1	45µM*	-3%	22%	21µM*	3	9%	24%	10%	1%	?	?
CCCCn1c(N)c(N(CC)C(=O)c2cc(S(=O)(=O)N3CCCCCC3)ccc2OC)c(=O)[nH]c1=O	0%	·	·	-1%	-13	-2%	-24%	2%	·	·	-9%
COc1ccc(CN2C(=O)C(CC(C)C)Nc3ncnc(N4CCN(c5ccccn5)CC4)c32)cc1 (stereo not drawn)	-3%	·	·	3%	-12	-7%	-4%	-3%	·	·	-6%
Cc1ccc(NC(=O)c2ccco2)c(NC(=O)Cc2cccs2)c1	12%	1%	0%	4%	4	0%	3%	0%	14%	13%	-1%
CCNc1c(NS(=O)(=O)c2ccc(OC)c(Cl)c2)c(=O)oc2ccccc12	3%	-1%[0.46 µM]	11%	-1%	-15	-4%	0%	-4%	1%	-18%	-1%
CCOCCCn1c(=NC(C)=O)c(C(=O)OCC)cc2c(=O)n3ccccc3nc21	1%	0%	-33%	-1%	1&7	-2%	-10%&11%	-3%	-5%	7%	0%
COc1ccc(N(CC(=O)NCc2ccco2)C(=O)CCC(=O)Nc2ccccn2)cc1	?	0%	9%	-1%	-25	-2%	1%	2%	13%	0%	1%
COc1ccccc1N(C)S(=O)(=O)c1ccc(C(=O)Nc2nc(C)c(C(C)=O)s2)cc1	3%	·	·	·	-6	-2%	-14%	-5%	·	·	-1%
Cc1cc(NC(=O)C(C)Oc2ccc(Cl)cc2Cl)no1 (stereo not drawn)	15%	1%	18%	24µM*	-5	-2%	-29%	10%	27%	-1%	5%
Cc1ccccc1Nc1nnc(SCC(=O)NCc2cccs2)s1	3%	3%	-19%	4%	-1	1%	-36%	-1%	-2%	15%	1%
O=C(COC(=O)C12CC3CC(CC(Br)(C3)C1)C2)Nc1cccnc1Cl	6%	-2%	-24%	-16%	18	11%	15%	-2%	8%	-22%	-6%
O=C(NCC1CCCO1)c1ccccn1 (stereo not drawn)	-9%	-3%	-43%	3%	7	-2%	-18%	-4%	0%	5%	-1%
COc1ccc(OCc2cc(C(=O)N(Cc3nccn3C)C(C)C)no2)c2ccccc12	?	·	-19%	13µM*	6	3.2µM*	63%	13%	23%	-16%	?
O=C1COc2ccc(C(=O)COC(=O)CNC(=O)c3ccccc3)cc2N1	-3%	-1%	15%	-5%	9	4%	1%	-3%	-6%	-1%	9%
COC(=O)COc1ccc(S(=O)(=O)NCc2ccc3c(c2)OCO3)cc1	·	3%	-4%[1.91 µM]	1%	13	-1%	-20%	-3%	-9%	-15%	1%
COc1ccc(OC)c(S(=O)(=O)NCC(=O)O)c1	1%	-2%	-15%	1%	-23	18%	-1%	1%	-2%	·	2%
Cc1cc(=O)n2c(C)n[nH]c2n1	5%	-9%	-9%	0%	-17	3%	-4%	1%	-6%	26%	-6%
COc1cc(NC(=O)Cc2ccccc2)ccc1NC(=O)Cc1ccccc1	29%	-1%[11.5 µM]	-28%	2%	-1	0%	-14%	5%	-7%	?	-5%
COc1ccc(C(=O)CSc2nnn(-c3cccc(NC(C)=O)c3)n2)cc1	1%	-3%	21%	17µM*	-6	?	?	5%	20%	·	?
CN(C)S(=O)(=O)c1cccc(NC(=O)CCc2nc3cc(S(=O)(=O)N4CCOCC4)ccc3n2C)c1	2%	·	·	-1%	6	-2%	23%	0%	·	·	-1%
O=C(C1CCCO1)N1CCN(C(=S)Nc2cccc(Cl)c2)CC1 (stereo not drawn)	4%	-7%	-2%	0%	7	-1%	-5%	1%	5%	-3%	-1%
O=C(CN1C2CCCC1CC(NC(=O)C1CCCCC1)C2)Nc1ccccc1 (stereo not drawn)	-3%	·	31%	1%	10	1%	-15%	-5%	9%	-11%	-5%
COc1cc(/C=N/NC(=O)c2cc(C34CC5CC(CC(C5)C3)C4)[nH]n2)ccc1O	-14%	6%	-1%	13µM*	13	1%	-35%	?	0%	?	2%
CCCn1c(N)c(N(CCOC)C(=O)c2cc3c(s2)CCC(CC)C3)c(=O)[nH]c1=O (stereo not drawn)	-13%	·	·	·	3	0%	-9%	4%	·	·	1%
CC(C)C(=O)Nc1nnc(SCC(=O)NCc2ccc3c(c2)OCO3)s1	3%	-1%	16%	-1%	-3	-4%	-11%	-2%	-15%	3%	2%
CCCCC[C@H]1CN(Cc2ccccc2)C(=O)[C@@H]1CC(=O)NCc1ccccc1	3%	-1%	34%	1%	3	-3%	-40%	-6%	0%	-23%	-5%
CCCCN(C)c1c(N2CCC(C(=O)OCC)CC2)c(=O)c1=O	0%	1%	1%	-1%	3	0%	0%	1%	2%	·	-2%
CC(=O)c1ccc(NC(=O)c2ccc(C)c(S(=O)(=O)N3CCOCC3)c2)cc1	-1%	3%	2%	-5%	6	1%	-15%	-28%	7%	5%	-4%
Cc1nc(Nc2ccccc2)sc1-c1ccccc1	?	-23%	11µM*	0.34µM*	-25	0.4µM*	?	?	11µM*	?	1.3µM*
COc1cc(/C=N/NC(=S)NCc2ccccc2)ccc1OCC#N	-10%	-3%	10µM*	-4%	-23	-1%	-36%	-2%	?	17%	-6%
CCn1c(SCC(=O)Nc2nccc(C)n2)nc2ccccc21	-2%	0%	6%	-2%	14	-4%	0%	-8%	9%	·	4%
CC(=O)NC(Cc1ccccc1)C(=O)OCC(=O)c1ccc(Cl)cc1 (stereo not drawn)	0%	0%	13%	-2%	-1	-5%	-10%	1%	-9%	4%	-1%
O=C(CSc1nnc(NC2CCCCC2)s1)NC1CCS(=O)(=O)C1 (stereo not drawn)	-11%	-3%	26%	-1%	7	0%	4%	-6%	-3%	0%	4%
Cc1cc(=O)cc(C)n1-c1ccccc1N	·	1%	-11%	0%	-7	-3%	-5%	1%	-2%	-1%	0%
CN(C)CCOC(=O)C12CC3CC(CC(C3)C1)C2	3%	0%	-6%	1%	-21	0%	-24%	3%	-4%	5%	-1%
O=C1C(Cl)=C(Nc2ccccc2O)C(=O)N1CCc1ccccc1	?	?	12%[10 µM]	?	11	4%	-1%	-2%	-1%	?	9%
CC1Cc2nc(SCC(=O)Nc3nccs3)n(Cc3ccccc3)c(=O)c2S1 (stereo not drawn)	-1%	8%	?	-3%	4	1%	0%	-6%	-15%	5%	-3%
O=C1/C(=C\c2cccs2)N=C(c2cccs2)N1Nc1ccccc1	1%	3%	1%	21µM*	-2	-18%	-8%	-5%	2%	-29%	-3%
CC(=O)N1Cc2ccccc2C(C)CC12CCCC2 (stereo not drawn)	1%	-4%	0%	-2%	-16	-8%	-17%	0%	-9%	-1%	-2%
Cc1cccc(Oc2ccc(NS(=O)(=O)c3ccc(C)c(C(=O)O)c3)cc2)c1	-3%	·	·	0%	2	-4%	2%	3%	·	·	-1%
Cc1cc(C2C(=O)CC(=O)CC2c2ccccc2)on1 (stereo not drawn)	-1%	6%	0%	3%	5	0%	-5%	0%	-2%	10%	3%
OCCC1CN(C/C(Cl)=C/c2ccccc2)CCN1C1CCCC1 (stereo not drawn)	-5%	-7%	-18%	-1%	-9	1%	0%	-2%	-4%	-11%	-1%
CC(Sc1ccc(Cl)cc1)C(=O)NNC(=O)c1csc(N2CCOCC2)n1 (stereo not drawn)	-12%	-1%	-1%	-4%	-6	6%	0%	-5%	3%	·	-1%
CC1=C(CC(=O)c2ccc(Cl)cc2)C(=O)c2ccccc2C1=O	2%	17%	-25%	?	9	?	-65%	?	0%	·	?
COc1cccc(-n2c(=O)c3sccc3n(CC(=O)NC3CCCC3)c2=O)c1	-5%	-6%	-3%	-2%	4	0%	-15%	0%	0%	2%	-2%

Reprinted at random: two entries already listed.
SMILES	p53 reactivator	PKM2 act	RORgamma inh	FLuc modulator	Giardia killer	Rab9 prom act	BRCA1 expr up	ELG1 genotox	VP16 counter	Menin MLL FP TR	NPC1 prom act
CC1Cc2nc(SCC(=O)Nc3nccs3)n(Cc3ccccc3)c(=O)c2S1 (stereo not drawn)	-1%	8%	?	-3%	4	1%	0%	-6%	-15%	5%	-3%
COc1ccc(C(=O)CSc2nnn(-c3cccc(NC(C)=O)c3)n2)cc1	1%	-3%	21%	17µM*	-6	?	?	5%	20%	·	?
